West Nile virus CPE: West Nile virus antiviral activity, cell-based, CPE readout (AID 1621). West Nile virus-infected cells, CPE inhibition; higher % means a stronger effect. one-dose CPE inhibition, % at 10 µM; IC50 in µM for titrated hits. 290,000 tested, 0.02% active; in the data active = a potency from the dose series; inconclusive = CPE inhibition mostly from about 3.7% at the one dose, without a potency; inactive = the rest, 99 in 100 with CPE inhibition below about 2.2%; also: strong numbers were not always called active
Rac1 GTP hydrolysis: MgcRacGAP GTPase-activating activity inhibitors, confirmation, biochemical, ADP Hunter fluorescence; one-dose inhibition, % at 30 µM; IC50 in µM for titrated hits; AID 624330, 2012; 340,000 tested, 0.6% active; Rac GTPase-activating protein 1 (Homo sapiens); MgcRacGAP-stimulated Rac1 GTP hydrolysis, ADP Hunter fluorescence; higher % means a stronger effect; GST-tagged Rac1 F28L mutant substrate;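 active = first-screen hits whose inhibition reached a set limit at any dose in the follow-up dose series; inconclusive = inhibition above the set first-screen limit but never retested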;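 also: fluorescence reports GDP produced by GAP-driven GTP hydrolysis; strong numbers were not always called active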
NTR1 ag: agonists of NTR1, primary screen, imaging, U2OS cells, beta-arrestin-GFP, high content (AID 493036) | Neurotensin receptor type 1 (Homo sapiens), P30989 | NTR1-U2OS beta-arrestin-GFP spot imaging, agonist mode | activation, % at 20 µM | 330,000 tested, 0.17% active;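 active = activation at or above 40% of the spot to cytoplasm intensity ratio, with at least 20 cells analyzed; inconclusive = wells under 20 cells, flagged as cytotoxic or low count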;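 also: 0% = DMSO without peptide and 100% = 100 nM NTR1 peptide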
Target sequence (P30989 whole entry, looked up): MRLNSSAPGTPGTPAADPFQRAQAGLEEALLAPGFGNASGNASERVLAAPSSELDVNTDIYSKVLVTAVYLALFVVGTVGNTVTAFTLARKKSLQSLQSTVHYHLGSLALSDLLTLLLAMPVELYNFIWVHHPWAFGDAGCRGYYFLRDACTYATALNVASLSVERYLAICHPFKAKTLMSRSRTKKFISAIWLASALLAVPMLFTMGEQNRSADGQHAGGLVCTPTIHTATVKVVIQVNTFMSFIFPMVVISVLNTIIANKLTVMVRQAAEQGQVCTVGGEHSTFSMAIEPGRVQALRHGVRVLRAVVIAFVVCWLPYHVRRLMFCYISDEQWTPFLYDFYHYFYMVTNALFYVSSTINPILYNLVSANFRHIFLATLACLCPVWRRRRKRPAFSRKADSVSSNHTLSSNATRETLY
PhoP inhibition: inhibitors of PhoP regulon expression, primary screen, Salmonella Typhimurium, GFP reporter (AID 1863) | S. Typhimurium PhoP-regulated promoter GFP reporter, 4 h; higher % means a stronger effect | inhibition, % at 50 µM; hits with a dose series show IC50 in µM | 300,000 tested, 0.16% active;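 active = inhibition over 29.93%, a cutoff 3 SD above the screen mean, later confirmed by dose response; inconclusive = inhibition over 29.93% but no dose response follow-up; inactive = inhibition at most 29.93% or unconfirmed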;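 also: 0% = low Mg2+ inducing control and 100% = high Mg2+ repressing control; strong numbers were not always called active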
RSV CPE inhibition: RSV antiviral activity via CPE protection, HEp-2 cells, primary 10 µM value included (AID 2391) | HEp-2 cells, RSV-induced CPE inhibition; higher % means a stronger effect | CPE inhibition, % at 10 µM; hits with a dose series show IC50 in µM | 310,000 tested, 0.13% active; in the data active = a potency from the dose series; inconclusive = CPE inhibition mostly from about 23% at the one dose, without a potency; inactive = the rest, 99 in 100 with CPE inhibition below about 21%; also: strong numbers were not always called active
SV40 large T antigen: SV40 large T antigen inhibitors, biochemical (AID 1903); SV40 large T antigen ATPase/helicase inhibition assay; higher % means a stronger effect; inhibition, % at 20 µM, or IC50 in µM where a hit was titrated; 310,000 tested, 0.39% active; in the data active = a potency from the dose series; inconclusive = inhibition mostly from about 32% at the one dose, without a potency; inactive = the rest, 99 in 100 with inhibition below about 32%; also: strong numbers were not always called active
UTI89 phage lysis: inhibition of K1F phage lysis, E. coli UTI89, bacterial capsule biogenesis inhibitors, alamar blue (AID 488966) | inhibition, % at 100 µM; hits with a dose series show IC50 in µM | 340,000 tested, 0.02% active | E. coli UTI89 K1F phage lysis, alamar blue, 2 h; higher % means a stronger effect;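 active = phage lysis inhibition, versus mean bacterial control, above a set limit; inconclusive = no clear call, values can overlap the other calls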;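 also: capsule biogenesis inhibitors block K1F phage lysis so surviving cells raise fluorescence; higher fluorescence means more inhibition of phage lysis; actives were called in the ten point dose series up to 300 µM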
T cell HTS: modulators of CD8 T cell-vesicle binding, primary screen, mouse 2C CD8+ T cells, flow cytometry; 2C CD8+ T cell-vesicle binding; hits give low values; calls only at 7 µM; 330,000 tested, 0.068% active;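 active = response, share of CD8 T cells binding vesicles, and their 90th percentile fluorescence all below set limits, cut at about 80% in these data, passing the limit was not always enough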
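incubation = binding step 1.5 h, 37 °C, antibody labelling 20 min, ice | test system = 2C mouse CD8+ T cells | read-out basis = percent CD8+ FL2 mean versus row control | controls = Peptide-free naked vesicles (low) and QL9 vesicles with 0.7% DMSO vehicle (high) | detection = flow cytometry of vesicle-bound cells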
Dengue-2 NS5 capping: Dengue-2 NS5 methyltransferase inhibitors, primary screen, biochemical, confirmation dose response (AID 588689); Genome polyprotein (Dengue virus type 2 (strain 16681-PDK53)); Dengue-2 NS5 methyltransferase capping enzyme assay, biochemical; higher % means a stronger effect; inhibition, % at 25 µM; hits with a dose series show IC50 in µM; 340,000 tested, 0.3% active; in the data active = a potency from the dose series; inconclusive = inhibition above about 29% without an active follow-up result
T cell HTS vesicle-bound %: recorded beside T cell HTS, whose call it bears; double positive events, %; measured here: CD8+ vesicle-bound cell fraction;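 binding gate set so that unloaded-vesicle control wells show 10% double positive cells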
NTR1 ag cell count 20 µM: also measured in NTR1 ag; calls as there; cell count; measured here: cell count, cytotoxicity flag
Dengue-2 NS5 capping pilot replicate: second read-out of Dengue-2 NS5 capping, no call of its own (marks repeat the call); inhibition, %; measured here: pilot screen replicate inhibition
* marks the source's active call; other numbers are inactive results; i = inactive; u = inconclusive; x = not tested or not shown; [ ] = remark or other dose.

SMILES	West Nile virus CPE	Rac1 GTP hydrolysis	NTR1 ag	NTR1 ag cell count 20 µM	PhoP inhibition	RSV CPE inhibition	SV40 large T antigen	UTI89 phage lysis	T cell HTS	T cell HTS vesicle-bound %	Dengue-2 NS5 capping	others
NC(=O)CC(NC(=O)Cc1ccc(Cl)cc1)c1ccc(NCCN2CCOCC2)c([N+](=O)[O-])c1 (stereo not given)	0.3%	9%	-0.8	79	4%	0.2%	1%	1.7%	i	22	6%
CC(Sc1nc(-c2ccccc2)nc2c1COC(C)(C)C2)C(=O)N1CCOCC1 (stereo not given)	1.7%	2%	-0.7	89	1%	-0.2%	4%	0.4%	i	35	-8%	Dengue-2 NS5 capping pilot replicate=-3.6
O=C(Cn1c(=O)c2cccn2c2ccccc21)NCCCN1CCCCC1	-0.5%	7%	1.4	58	5%	-0.2%	3%	0.1%	i	7	-4%
Cc1cc(/C=C(\C#N)C(=O)N2CCOCC2)c(C)n1C1CCCC1	-0.2%	4%	-0.7	54	-11%	0.2%	-2%	1.0%	i	17	0%
O=C(C1CC1c1ccccc1)N1CCOCC1 (stereo not given)	-0.3%	6%	-3.4	91	-5%	1.4%	5%	0.4%	i	37	2%
COc1ccc(CN2CCNC(=O)C2CC(=O)N(C)Cc2ccncn2)c(OC)c1 (stereo not given)	0.2%	5%	-0.6	46	-2%	1.2%	22%	0.6%	i	23	0%
CCOc1ccc(CC(=O)OCN2C(=O)c3ccccc3C2=O)cc1	1.2%	4%	20	88	8%	2.6%	4%	2.4%	i	51	2%
CC(=O)c1c(C)oc2ccc(OCc3ccccc3)cc12	-0.5%	3%	4.3	90	16%	4.8%	1%	2.4%[50 µM]	i	41	1%
Cc1ccc(CNC(=O)C(Cc2ccccc2)NS(=O)(=O)c2ccc(Br)s2)cc1 (stereo not given)	-1.7%	7%	2.3	47	4%	12%	16%	-1.1%	i	45	-3%
CC1CN(S(=O)(=O)c2ccc(C(=O)N3CCc4ccccc43)cc2)CC(C)O1 (stereo not given)	x	4%	0.8	76	x	3.0%	x	0.5%[50 µM]	i	23	-4%
O=C(Cn1cc(SCc2cccc(Cl)c2)c2ccccc21)N1CCOCC1	-1.3%	7%	4.9	62	-9%	1.2%	5%	0.2%	i	39	-8%
CCC(=O)c1ccc(N2CCN(C(=O)Cc3ccccc3)CC2)c(F)c1	0.5%	-8%	-1.8	51	-2%	13%	-1%	-0.1%	i	36	-6%
CCc1ccc(-c2nc(NC(=O)c3ccc(OCC(=O)Nc4ccc(F)cc4)c(OC)c3)sc2C)cc1	-0.8%	13%	-0.2	35	-9%	1.0%	6%	3.4%	i	47	-4%
CCN1CCc2nc(N)oc2CC1	x	5%	-1.2	46	-9%	0.3%	19%	-0.7%	i	41	-7%
CSc1ncc(Cl)c(C(=O)Nc2ccccc2Br)n1	1.3%	11%	4.8	46	x	41%	12%	0.4%	i	34	7%
Cc1nc(NC(=O)COc2ccc(Cl)cc2)sc1C(=O)N(C)C	-0.1%	x	0.5	52	4%	0.0%	-1%	x	i	47	x
O=c1c2ccccc2nc(/C=C/c2cccc([N+](=O)[O-])c2)n1CCCO	-0.1%	14%	0.5	38	x	5.0%	x	0.2%	i	40	0%
CC1Oc2ccccc2N(CC(=O)NC2CCCCC2)C1=O (stereo not given)	-0.6%	3%	-0.1	53	-3%	1.9%	5%	0.3%	i	24	-2%
Cc1ccc2cc(CN(Cc3ccco3)C(=O)C3CCCCC3)c(=O)[nH]c2c1C	-0.2%	14%	5.7	38	-5%	-0.1%	4%	0.5%	i	40	-2%
Cc1ccc2nc(-c3ccc(SCC(=O)Nc4nc(C)cs4)nc3)[nH]c2c1	0.3%	6%	10	45	-2%	0.0%	3%	0.2%	i	56	-3%
O=c1c(-c2nnc(SCc3ccc(Cl)c(Cl)c3)o2)cccn1Cc1ccccc1	-0.3%	1%	9.9	63	6%	3.4%	7%	-0.2%	i	41	-10%
COC(=O)Oc1ccc(/C=N/NC(=O)CN(c2ccccc2Cl)S(C)(=O)=O)cc1OC	0.7%	12%	0.9	58	11%	-0.2%	13%	0.1%	i	45	-5%
CCOC(=O)Cc1cc(=O)n2[nH]c(-c3ccccc3)c(-c3ccccc3)c2n1	0.9%	1%	-0.4	59	-12%	2.2%	10%	-0.1%	i	50	x
OC(CN1CCN(c2cccc(C(F)(F)F)c2)CC1)c1c[nH]c2ccccc12 (stereo not given)	-0.5%	20%	6.8	43	18%	0.6%	2%	-0.8%	i	41	-5%
CCN1C(=O)CC(N2CCC(Nc3ccc(F)cc3)CC2)C1=O (stereo not given)	0.2%	8%	0.1	69	9%	0.5%	0%	0.3%	i	56	4%

Continuation.
SMILES	West Nile virus CPE	Rac1 GTP hydrolysis	NTR1 ag	NTR1 ag cell count 20 µM	PhoP inhibition	RSV CPE inhibition	SV40 large T antigen	UTI89 phage lysis	T cell HTS	T cell HTS vesicle-bound %	Dengue-2 NS5 capping	others
COc1ccccc1-n1c(CNc2c(C)cccc2C)nnc1SCC(=O)N1CCOCC1	-1.1%	1%	x	x	6%	-0.1%	5%	-2.1%	i	12	-4%
O=C(O)CCCC(=O)Nc1ccc(Oc2cccc(C(F)(F)F)c2)nc1	0.3%	x	0.3	47	-1%	1.1%	3%	x	i	17	x
CCNc1nc(C)cc(COC)c1C#N	0.0%	5%	-1.4	46	3%	1.4%	9%	-1.5%	i	40	1%
COc1cc(-c2nc(C)c(C(C)=O)n2O)ccc1OCC(=O)Nc1ccc(Cl)cc1	-0.8%	2%	2.1	41	-3%	-1.1%	11%	-0.7%	i	19	2%
O=C(CC1C(=O)NCCN1Cc1c(F)cccc1Cl)NC1CCCCCC1 (stereo not given)	0.0%	8%	2.2	46	-1%	1.5%	19%	-0.1%	i	36	2%
CC1(C)OC(=O)N(CC(=O)Nc2ccccc2)C1(C)O (stereo not given)	0.0%	10%	-1.1	85	-9%	-0.9%	23%	1.6%	i	28	5%
CN1CCN(CC(=O)Nc2cccc(S(=O)(=O)N(C)c3ccccc3)c2)CC1	x	6%	0.5	49	x	1.1%	x	0.5%[50 µM]	i	47	-9%
CCC1(C)Cc2c(sc3c2c(=O)n(C)c2nnc(SCc4ccc5c(c4)OCO5)n32)CO1 (stereo not given)	0.0%	3%	21	63	-5%	x	9%	0.3%	i	12	-6%
Cc1ccc(C(=O)N/C(=C\c2ccco2)C(=O)NCC2CCCO2)cc1C (stereo not given)	0.6%	16%	1.9	46	-14%	0.5%	6%	0.6%	i	35	0%
CC(C)NC(=O)COc1ccc2c(c1)C(=O)CC(C)(C)O2	-0.7%	8%	1.0	52	-3%	1.1%	4%	0.2%	i	49	4%
CCC(c1nnnn1C(C)(C)CC)N(CCCN1CCOCC1)Cc1cc2cccc(C)c2[nH]c1=O (stereo not given)	-0.5%	7%	1.0	52	1%	-0.1%	25%	-2.0%	i	38	-6%
CS(=O)(=O)N(CC(=O)N1CCN(c2ccccc2)CC1)Cc1ccc(Cl)cc1	-1.4%	2%	2.3	74	-3%	x	1%	5.2%	i	28	-2%
CCOC(=O)C1(Cc2ccccc2Cl)CCN(C(=O)CN2CCOC2=O)CC1	-0.3%	5%	0.3	49	0%	0.7%	8%	-0.5%	i	59	3%
CCc1nnc(NC(=O)CN2C(=O)N(C)C3(CCCCC3)C2=O)s1	x	0%	-1.7	50	x	0.8%	x	0.1%[50 µM]	i	44	-3%
Nc1nnc(SCCCC(=O)c2ccc(F)cc2)s1	u	9%	1.8	63	9%	0.1%	12%	1.7%[50 µM]	i	5	2%
Cc1cc(C)cc(N=C2NC(=O)CS2)c1	-0.5%	6%	0.9	53	13%	3.6%	1%	0.4%	i	41	-9%
O=c1c2ccccc2nc(-c2cccc(Cl)c2)n1O	0.7%	5%	4.1	43	11%	0.6%	-4%	1.2%[50 µM]	i	45	-2%
CCOC(=O)C1CCN(C(=O)/C=C/c2ccc(OC)cc2)CC1	0.0%	6%	-0.5	51	0%	0.2%	9%	4.6%	i	17	-1%
CCC(=O)Nc1ccc(NCc2ccc(-c3ccccc3)cc2)cc1	-0.4%	21%	1.7	54	1%	1.4%	30%	-0.4%	i	56	-20%
CC(=O)c1ccc(NC(=O)c2ccccc2-c2ccccc2C(=O)O)cc1	0.4%	13%	-0.8	69	0%	0.1%	-3%	0.0%	i	42	2%
O=C(NCCS(=O)(=O)NCc1ccccc1Cl)c1ccc2c(c1)OCO2	x	1%	0.2	66	-2%	-1.5%	25%	0.5%[50 µM]	i	21	-4%
COc1ccc(S(=O)(=O)N2CCN(C(=O)CC(C)C)CC2)cc1	-0.4%	4%	0.3	46	2%	-0.2%	-8%	1.5%	i	42	-3%
COC(=O)c1cc(C(=O)OCC(=O)NC(=O)NCc2ccccc2)cc([N+](=O)[O-])c1	x	1%	3.0	58	x	0.1%	x	0.1%[50 µM]	i	35	-6%
CCC(CO)Oc1cc(NCc2cccc(C(F)(F)F)c2)c2ncn(C(C)C)c2c1 (stereo not given)	x	-6%	-1.4	48	x	x	x	-1.8%	i	6	18%
COCc1ccc(C(=O)NC2CCSc3ccccc32)cc1 (stereo not given)	-0.6%	6%	-1.4	42	6%	5.0%	3%	0.0%	i	31	-7%
COc1cccc(CC2(CO)CCN(Cc3cnc(N4CCOCC4)s3)CC2)c1	-0.8%	4%	-0.7	29	-6%	-0.5%	6%	0.2%	i	43	-3%
CN(CCNC(=O)CCCOc1cc(=O)n(C)c2ccccc12)Cc1ccccc1	0.4%	7%	2.1	85	0%	0.5%	13%	0.0%	i	55	-2%
CCOc1ncccc1C(=O)Nc1ccc(OC)c(S(=O)(=O)N2CCOCC2)c1	x	5%	0.3	61	x	x	x	1.4%[50 µM]	x	x	-5%
COc1cccc(Nc2nc3ccccc3c(=O)[nH]2)c1	-0.9%	3%	1.2	33	1%	9.1%	10%	-1.8%	i	62	-5%
